Screens as filed in PubChem BioAssay.
UPR CHOP act = activators of apoptotic CHOP UPR arm, primary screen, cell-based, CHO-CHOP luciferase reporter, luminescence, uHTS. UPR activation; percent of tunicamycin response over DMSO baseline. activation, % at 10 µM. 330,000 compounds, 0.34% hits. AID 449763, 2010;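 active = at 10 µM dose, activation of 40% or more, normalized to positive control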;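 also: 100% = tunicamycin at 10 µg/mL and 0% = DMSO alone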
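System: CHO-CHOP luciferase reporter cell line; amount: 500 cells/well; buffer or medium: F12 medium containing 10% fetal bovine serum; incubation: 6 h compound exposure at 37 °C after overnight seeding; measured by: luciferase luminescence after 10 min with Steady-Glo reagent; evaluation: % reporter activation, DMSO baseline versus tunicamycin full activation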
Mdm2 MdmX PPI = inhibitors of human Mdm2-MdmX association, primary screen, cell-based, luminescence, split luciferase, SaOS-2, uHTS; SaOS-2 split-luciferase Mdm2/MdmX complementation; inhibition, % at 8 µM; AID 485346, 2010; 330,000 compounds, 3% hits;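 active = inhibition of at least 50% at 8 µM in the primary screen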
Target sequence (O15151 whole entry, looked up): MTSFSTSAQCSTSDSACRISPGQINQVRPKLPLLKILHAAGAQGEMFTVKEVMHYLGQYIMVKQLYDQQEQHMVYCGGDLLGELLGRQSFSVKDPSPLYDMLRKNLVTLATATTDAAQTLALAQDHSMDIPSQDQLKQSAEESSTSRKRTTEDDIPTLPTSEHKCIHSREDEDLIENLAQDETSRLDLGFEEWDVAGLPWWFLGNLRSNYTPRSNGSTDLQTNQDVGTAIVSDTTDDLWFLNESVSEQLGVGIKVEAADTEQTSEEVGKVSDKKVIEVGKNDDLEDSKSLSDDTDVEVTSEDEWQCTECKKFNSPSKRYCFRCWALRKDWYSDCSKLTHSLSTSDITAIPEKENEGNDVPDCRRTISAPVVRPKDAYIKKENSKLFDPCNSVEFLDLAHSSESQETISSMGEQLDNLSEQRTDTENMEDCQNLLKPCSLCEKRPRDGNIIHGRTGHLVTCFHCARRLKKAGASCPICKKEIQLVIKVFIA
Target sequence (Q00987 whole entry, looked up): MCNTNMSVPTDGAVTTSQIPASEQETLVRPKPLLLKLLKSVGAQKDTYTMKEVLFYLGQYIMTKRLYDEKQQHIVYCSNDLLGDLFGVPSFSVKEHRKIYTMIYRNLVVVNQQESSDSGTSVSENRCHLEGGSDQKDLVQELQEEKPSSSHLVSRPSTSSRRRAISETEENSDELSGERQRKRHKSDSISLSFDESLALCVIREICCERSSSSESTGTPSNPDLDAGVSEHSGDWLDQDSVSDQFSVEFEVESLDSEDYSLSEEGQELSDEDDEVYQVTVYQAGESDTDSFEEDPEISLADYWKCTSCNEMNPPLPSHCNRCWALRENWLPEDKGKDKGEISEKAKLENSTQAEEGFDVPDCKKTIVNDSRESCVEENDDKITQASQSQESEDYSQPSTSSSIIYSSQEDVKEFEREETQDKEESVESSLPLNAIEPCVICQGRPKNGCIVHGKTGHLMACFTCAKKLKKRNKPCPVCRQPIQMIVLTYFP
TIM10 inh = growth inhibitors of isogenic TIM10 control yeast, primary screen, counter-screen for tim10-1 yeast inhibitor project, luminescence, uHTS | S. cerevisiae TIM10 strain growth, BacTiter-Glo luminescence, 24 h | 330,000 compounds, 1.4% hits | inhibition, % at 10 µM;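 active = inhibition of 40% or more at the single tested concentration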;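 also: wild-type TIM10 isogenic control strain grown at permissive 25 °C; 0% = DMSO yeast wells and 100% = minimal medium wells without yeast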
NLRP3 yeast inh = NALP3 inflammasome inhibitors in reconstituted yeast, primary screen, luminescence, uHTS; Yeast reconstituted NLRP3/ASC/caspase-1, beta-gal luminescence, 24 h; inhibition, % at 10 µM; 330,000 compounds, 0.39% hits; AID 2825, 2010;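 active = inhibition of 50% or more; inactive = inhibition below 50%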;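 also: plate controls were induced DMSO wells for no effect and uninduced yeast grown without galactose for full effect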
APJ ag = agonists of human apelin receptor APJ, primary screen, CHO-K1 cells, PathHunter beta-arrestin, luminescence; activation, % at 20 µM; 330,000 compounds, 0.11% hits; P35414; 0% DMSO wells, 100% apelin;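 active = activation more than six SD over the plate average, tested at 20 µM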;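 also: 0% = DMSO alone and 100% = apelin-13 at 10 nM; some results filed as inactive read as strong as hits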
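Material: CHO-K1 APJ beta-arrestin complementation cell line; Input: cell density 1000 per well; Incubation: compound stimulation 90 min at 25 °C, detection 60 min; Signal: luminescence from split beta-galactosidase complementation, Galacton Star/Emerald II substrate; Controls: DMSO-only wells as negative, 10 nM Apelin-13 as positive control.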
tim10-1 inh = growth inhibitors of tim10-1 mutant yeast, primary screen, luminescence, uHTS | S. cerevisiae tim10-1 ts strain growth, BacTiter-Glo, 24 h | inhibition, % at 20 µM | 330,000 compounds, 2.2% hits;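 active = inhibition of at least 40%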;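 also: mutant grown at 25 °C; 0% = DMSO wells with yeast and 100% = wells holding no yeast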
XBP1 UPR activ = activators of adaptive XBP1 UPR arm, primary screen, cell-based, CHO-XBP1 luciferase reporter, luminescence, uHTS; 330,000 compounds, 0.33% hits; activation, % at 20 µM; AID 463104, 2010; IRE1-XBP1 UPR activation; percent of tunicamycin response, DMSO as zero;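 active = versus positive control, 20 µM dose yields 30% or more activation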;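 also: 100% = tunicamycin at 10 µg/mL and 0% = DMSO only wells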
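Material: IRE1-XBP1 luciferase reporter CHO line / Quantity: one thousand reporter cells per well / Buffer or medium: F12 with 10% serum / Compound: 20 µM single concentration, DMSO 1% / Times: 6 h treatment, 37 °C / Detection: Steady-Glo luciferase glow luminescence, 10 min after reagent addition / Benchmarks: tunicamycin high, DMSO low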
tim23-1 inh = growth inhibitors of tim23-1 mutant yeast, primary screen, luminescence, uHTS; S. cerevisiae tim23-1 growth, BacTiter-Glo luminescence, 24 h; inhibition, % at 20 µM; 330,000 compounds, 1.3% hits; AID 463212, 2010;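 active = growth inhibition of the mutant yeast at or above 50%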;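 also: temperature-sensitive mutant grown at 25 °C; plate controls were DMSO-treated mutant yeast for no effect and medium wells lacking yeast for full effect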
NR3A LBD binder = binders of NR3A ligand-binding domain, primary screen, biophysical, differential scanning fluorimetry, uHTS | Glutamate receptor ionotropic, NMDA 3A (GRIN3A) ligand-binding domain | NR3A LBD differential scanning fluorimetry, Tm shift; 0% = protein alone, 100% = glycine-bound protein | Tm shift relative to glycine control, % at 25 µM | 340,000 compounds, 2.5% hits;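 active = melting temperature shift of at least 10% of the positive control shift, at one fixed dose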
* marks the source's active call; other numbers are inactive results; · = not tested or not shown; & = joins results of further samples. This is a random part of the collection (roughly 8.2% active in at least one column).

SMILES	UPR CHOP act	Mdm2 MdmX PPI	TIM10 inh	NLRP3 yeast inh	APJ ag	tim10-1 inh	XBP1 UPR activ	tim23-1 inh	NR3A LBD binder
Cc1nn(-c2ccccc2)c(Cl)c1/C=C1\SC(=S)NC1=O	0.7	27	7	10	-2	20	0	26	-5
O=C(Nc1cccc(F)c1)C1CCN(C(=O)c2ccc(Cl)cc2)CC1	-0.6	-6	12	0	-3	18	-2	14	12*
CCn1c(NCc2c[nH]c3ccccc23)nc2ccccc21	1.0	-21	-6	-1	15	3	2	13	0
Cc1noc(C)c1S(=O)(=O)N1CCN(S(=O)(=O)c2ccccc2C#N)CC1	-1.3	28	-20	7	0	-19	0	3	2
COc1ccc(C/C(C)=N\NC(=O)c2cn(C)c3ccccc23)cc1OC	0.1	8	-10	1	-4	-17	0	15	-1
Cc1ccc(C(=O)Nc2cccc(Oc3ccccc3)c2)o1	5.2	-23	50*	22	-1	20	4	58*	-3
COC(=O)Nc1ccc(S(=O)(=O)N2CCN(c3ccc(F)cc3)CC2)cc1	-1.9	4	16	31	2	-13	0	15	-12
CC(C)(C)c1ccc(C(=O)Nc2ccc(C(=O)N3CCOCC3)cc2)cc1	1.3	12	6	9	5	3	-5	21	-2
CCc1ccccc1N=C1SCC(=O)N1C	-1.3	14	-21	10	0	10	-1	7	1
Cc1c(NC(=O)c2ccc(S(=O)(=O)N(C)c3ccccc3)cc2)c(=O)n(-c2ccccc2)n1C	1.7	-12	12	21	-4	15	-5	10	-3
Cc1ccc(-n2nc3c(c2NC(=O)CCC2CCCCC2)CS(=O)C3)cc1 (stereo not drawn)	1.5	-4	-9	18	-1	5	-2	19	1
CCC1CCCCN1C(=O)Nc1cccc(NC(=O)N2CCCCC2CC)c1 (stereo not drawn)	0.4	1	0	33	0	10	-3	19	1
CCN(CC)CCNc1nc(-c2ccccc2)nnc1C(F)(F)F	-0.8	8	0	-4	-5	3	1	0	-1
CN(C)C1(CNC(=S)Nc2ccccc2C(F)(F)F)CCCCC1	2.6	0	-5	0	-4	-2	-2	-5	-4
Clc1ccc2nc(SCc3nnc(-c4ccccc4)o3)[nH]c2c1	-0.7	1	17	4	-2	25	-3	10	-6
C=CCn1c(=O)n(C(=O)OCC)c2cc(Br)ccc21	-1.6	-8	-7	31	1	20	5	37	-3
Cc1cc(C)c2oc(C(=O)N(Cc3ccc(F)cc3)C3CCS(=O)(=O)C3)cc(=O)c2c1 (stereo not drawn)	1.1	-22	13	8	-2	3	2	5	1
O=C(CCc1ccccc1)NCC1OCCc2ccccc21 (stereo not drawn)	-0.4	3	-18	15	0	13	-2	11	-2
CC(C)Oc1cccc(C(=O)C2CCCN(C(=O)CCc3cnn(C)c3)C2)c1 (stereo not drawn)	4.3	-9	17	14	2	15	-3	23	2
CC1(c2ccc(Cl)cc2)NC(=O)N(CC(=O)N2CCc3ccccc3C2)C1=O (stereo not drawn)	-2.0	10	0	6	-2	20	0	12	1
CC(=O)Nc1nc2ccccc2n1CCOc1ccccc1	-1.4	25	14	-11	1	24	4	13	0
O=C(Nc1cc(S(=O)(=O)Nc2ccc(Cl)cc2)ccc1O)c1ccc(S(=O)(=O)N2CCCCCC2)cc1	-0.9	13	3	-1	-2	9	-3	0	30*
CSc1cc(C)nc(NC(C)=O)n1	-0.3	19	8	12	0	13	0	10	0
COc1ccc(NC2C=CS(=O)(=O)C2)cc1 (stereo not drawn)	1.1	2	-15	-1	-1	16	-1	10	-2
CCCc1cc(=O)[nH]c(SCC(=O)N2CCN(S(=O)(=O)c3ccc4ccccc4c3)CC2)n1	-0.1	0	-21	-1	-1	13	0	-19	-3
Next section:
SMILES	UPR CHOP act	Mdm2 MdmX PPI	TIM10 inh	NLRP3 yeast inh	APJ ag	tim10-1 inh	XBP1 UPR activ	tim23-1 inh	NR3A LBD binder
O=C(c1cc(C(=O)N2CCOCC2)c2nc3ccccc3n2c1)c1cc(Cl)cc(Cl)c1O	1.9	6	14	13	-6	17	-1	10	-8
CCOC(=O)C(=CNc1ccc(S(N)(=O)=O)cc1)C(=O)OCC	0.9	9	-12	-9	-3	16	1	2	-2
CCOC(=O)c1c(NC(=O)C(C)OC(=O)c2ccc(NC(=O)CC#N)cc2)sc2c1CCCC2 (stereo not drawn)	2.9	41	11	9	1	-2	-1	18	12*
Cc1cccc(-c2nc(C#N)c(N3CCCCCC3)o2)c1	2.8	-48	33	24	-2	27	4	34	2
COc1ccc(-n2c3c(c(=O)[nH]c2=O)C(NS(=O)(=O)c2ccc(Cl)cc2)(C(F)(F)F)C(=O)N3)cc1 (stereo not drawn)	1.5	-4	-10	-4	-4	8	0	2	-1
O=C1COc2ccc(C(=O)COC(=O)C3CC(O)CN3S(=O)(=O)c3ccc(Cl)cc3)cc2N1 (stereo not drawn)	-0.5	-5	3	21	-2	8	-1	14	-1
Cc1cc(C)c[n+](-c2[nH]c(=O)sc2/C=N/NC([S-])=Nc2ccccc2)c1	2.2	-30	16	28	6	9	2	28	0
CSc1ccccc1C(=O)C1CCCN(C(=O)c2cc(C(C)C)no2)C1 (stereo not drawn)	0.3	17	17	1	-2	17	3	20	0
COc1ccccc1-c1noc2ncnc(Nc3cccc(C)c3C)c12	2.3	2	12	29	3	20	1	24	-1
Cc1[nH]c2ccccc2c(=O)c1CN1CCCCC1	-1.2	-6	-6	-7	-4	4	0	-14	-2
O=C(O)Cc1sc(Nc2ccccc2)nc1-c1ccc(Cl)cc1	2.2	-57	13	6	-6	40*	-1	25	-5
CCCCNC(=S)N(C)/N=C/c1ccc(OCc2ccc(C(=O)OC)cc2)c(OC)c1	4.2	19	10	4	-2	14	-4	9	-17
N#CC(c1ccc(Cl)nn1)c1ccccc1Cl (stereo not drawn)	-0.3	3	-13	-4	-1	-16	-2	-23	-1
CCCCn1c(N)c(N(CCC(C)C)C(=O)CSc2nnc(Nc3ccccc3)s2)c(=O)[nH]c1=O	-0.3	23	14	-13	-1	18	-1	6	-3
Cc1c(C(=O)N(C)Cc2nc3ccccc3c(=O)[nH]2)oc2ccccc12	-1.1	41	3	17	-4	-16	-4	17	0
COc1ccc(NC2=CC(=S)NC(C)(C)C2)cc1	0.9	6	4	7	2	14	-6	-15	3
CC1=C(C(=O)OCc2ccccc2)C(c2ccccn2)c2c(n(C)c(=O)n(C)c2=O)N1 (stereo not drawn)	-1.7	-25	-2	7	2	1	-2	5	-1&2
Cc1csc(CNC(=O)C2CCC(=O)N(CCCc3ccccc3)C2)n1 (stereo not drawn)	-0.5	2	-3	5	4	19	-10	11	3
CC1CCCCN1C(=O)CCNS(=O)(=O)c1ccc2c(c1)c(=O)n(C)c(=O)n2C (stereo not drawn)	1.5	36	-4	3	-4	9	-4	8	-1
CCc1ccnc(NC(=O)NS(=O)(=O)c2ccc(C)cc2)c1	1.5	19	15	18	1	-12	-1	7	-2
CC(=O)c1cccc(NC(=O)N2CCCC2C(=O)Nc2ccc3c(c2)OCCO3)c1 (stereo not drawn)	-0.1	-15	-1	-3	-7	11	1	0	-1
CCOC(=O)C1=CN(CC)S(=O)(=O)NC1c1ccc(F)c(Cl)c1 (stereo not drawn)	1.5	0	-9	·	·	10	0	29	1
Cc1nc2c(-c3ccccc3)c(C)nn2c(N)c1-c1ccccc1	2.7	-257	32	3	-2	32	6	36	-5
COc1cc(OC)cc(C(=O)N2c3ccc(F)cc3CCC2C)c1 (stereo not drawn)	-1.9	3	13	1	-6	39	0	-3	-5
O=C(CSc1nnc(-c2ccccc2)n1-c1ccc(Cl)cc1)NC1CCS(=O)(=O)C1 (stereo not drawn)	4.5	-24	4	2	0	10	1	12	-3
CCOc1ccc(C(=O)NCc2ccccc2OC)cc1	4.3	-25	-7	26	3	-9	-3	15	-1
CCOC(=O)C1CCN(C(=O)COc2ccc([N+](=O)[O-])cc2)CC1	1.3	1	-2	2	-3	-6	-3	12	1
CCc1nnc(NC(=O)CSc2nnc(CNc3ccc(F)cc3)n2C2CCCCC2)s1	2.2	10	-7	12	-4	13	0	-9	0

Of the compounds above, these contain an NH in an aromatic ring:
SMILES	UPR CHOP act	Mdm2 MdmX PPI	TIM10 inh	NLRP3 yeast inh	APJ ag	tim10-1 inh	XBP1 UPR activ	tim23-1 inh	NR3A LBD binder
CCn1c(NCc2c[nH]c3ccccc23)nc2ccccc21	1.0	-21	-6	-1	15	3	2	13	0
Clc1ccc2nc(SCc3nnc(-c4ccccc4)o3)[nH]c2c1	-0.7	1	17	4	-2	25	-3	10	-6
CCCc1cc(=O)[nH]c(SCC(=O)N2CCN(S(=O)(=O)c3ccc4ccccc4c3)CC2)n1	-0.1	0	-21	-1	-1	13	0	-19	-3
COc1ccc(-n2c3c(c(=O)[nH]c2=O)C(NS(=O)(=O)c2ccc(Cl)cc2)(C(F)(F)F)C(=O)N3)cc1 (stereo not drawn)	1.5	-4	-10	-4	-4	8	0	2	-1
Cc1cc(C)c[n+](-c2[nH]c(=O)sc2/C=N/NC([S-])=Nc2ccccc2)c1	2.2	-30	16	28	6	9	2	28	0
Cc1[nH]c2ccccc2c(=O)c1CN1CCCCC1	-1.2	-6	-6	-7	-4	4	0	-14	-2
CCCCn1c(N)c(N(CCC(C)C)C(=O)CSc2nnc(Nc3ccccc3)s2)c(=O)[nH]c1=O	-0.3	23	14	-13	-1	18	-1	6	-3
Cc1c(C(=O)N(C)Cc2nc3ccccc3c(=O)[nH]2)oc2ccccc12	-1.1	41	3	17	-4	-16	-4	17	0
